# dFosB act: activators of delta FosB homodimer, primary screen, biochemical, fluorescence polarization, TAMRA-CDK5 oligo, single point. Protein FosB (Mus musculus), P13346. purified delta FosB; percent of positive-control signal above neutral wells. activation, % at 25 µM. 340,000 compounds, 0.99% hits. AID 493131, 2011;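 active means mean activation above about 17%, with every replicate also reaching it, limit read from the data, passing the limit was not always enough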;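 further: fluorescence polarization rise as delta FosB binds a TAMRA Cdk5 AP-1 oligo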
# CDK5 p35 inh: inhibitors of human CDK5/p35 kinase, primary screen, biochemical, single concentration. AID 488839, 2010. Recombinant CDK5/p35, ADP-Glo luminescence, 60 min. inhibition, % at 10 µM. 330,000 compounds, 0.01% hits;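 active means highest replicate inhibition of at least 50% and at least 75% of replicates reaching 50%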;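 further: plate controls were DMSO neutral control for no effect and GW8510 at 10 µM for full effect; many of its hits are not listed in these tables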
# Target sequence (Q00535 whole entry, looked up): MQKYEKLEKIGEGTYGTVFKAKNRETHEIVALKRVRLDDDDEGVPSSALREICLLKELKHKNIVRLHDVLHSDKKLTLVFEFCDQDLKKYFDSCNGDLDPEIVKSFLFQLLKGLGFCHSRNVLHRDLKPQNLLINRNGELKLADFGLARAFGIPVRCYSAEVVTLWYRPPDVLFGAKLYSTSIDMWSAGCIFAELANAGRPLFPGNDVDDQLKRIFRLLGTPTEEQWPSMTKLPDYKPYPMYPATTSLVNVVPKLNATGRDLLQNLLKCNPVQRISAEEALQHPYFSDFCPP
# Target sequence (Q15078 whole entry, looked up): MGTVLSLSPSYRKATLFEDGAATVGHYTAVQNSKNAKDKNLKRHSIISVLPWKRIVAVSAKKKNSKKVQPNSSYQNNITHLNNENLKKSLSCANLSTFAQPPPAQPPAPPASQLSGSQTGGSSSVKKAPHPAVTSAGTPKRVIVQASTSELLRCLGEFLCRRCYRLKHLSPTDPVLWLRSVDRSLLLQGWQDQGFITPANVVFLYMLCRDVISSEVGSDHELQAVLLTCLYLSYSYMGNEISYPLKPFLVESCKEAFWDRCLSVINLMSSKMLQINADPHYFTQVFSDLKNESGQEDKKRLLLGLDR
# Tat export inh: E. coli Tat export inhibitors, primary screen, MC4100, TorA-mCherry reporter, fluorescence, single point | inhibition, % at 10 µM | 340,000 compounds, 0.036% hits | AID 488895, 2010;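 active means mean replicate inhibition at least 50% and at least half of replicates individually reaching 50%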;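 further: exported cargo escapes ClpAP degradation while cytoplasmic cargo is degraded and loses fluorescence; 0% = median of neutral control wells and 100% = median of NaSCN control wells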
# MITF TRPM1 HTS: activators of MITF-driven TRPM1 promoter reporter, primary screen, cell-based, SK-MEL-5, luciferase, single point. SK-MEL-5 TRPM1-promoter luciferase, 24 h; % of positive control, neutral wells = 0. 300,000 compounds, 0.75% hits. activation, % at 12.5 µM;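 active means mean activation of at least 80% with every replicate also reaching 80%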;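 further: 0% = neutral control wells and 100% = parthenolide positive control wells; values of inactives mirror those of a sister screen read the other way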
# CAL PDZ FP-1: untagged CAL PDZ binding inhibitors, primary screen, biochemical, fluorescence polarization, HTS. 300,000 compounds, 0.92% hits. inhibition, % at 24.9 µM. purified CAL PDZ, TMR-peptide fluorescence polarization, 1 h. AID 602252, 2012;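 active means mean inhibition of at least 30% with at least half of replicates also reaching 30%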;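 further: 0% = DMSO neutral control and 100% = excess unlabeled competitor peptide PRC23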
# Wnt act: Wnt/beta-catenin pathway activators, primary screen, cell-based, plate reader, single point | Wnt/beta-catenin reporter cell assay, activator | activation, % at 9.35 µM | 300,000 compounds, 1.2% hits | AID 743398, 2014; in the data active means activation above about 30%, passing the limit was not always enough;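 further: 0% = neutral control wells and 100% = positive control wells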
# V-ATPase pHluor: regulators of yeast V-ATPase proton pumping, primary screen, pHLuorin cytosolic pH fluorescence. S. cerevisiae. response, % at 10 µM. 350,000 compounds, 0.37% hits. AID 504577, 2011; in the data active means response mostly above about 7.3%, no sharp cut-off; inactive means mostly below about 5.4%; further: actives read high; inactives centre near 0; some compounds called inactive have numbers as strong as hits
# Rtt109 Vps75: inhibitors of C. albicans Rtt109/Vps75 HAT, primary screen, biochemical, ThioGlo CoA-SH fluorescence, plate reader; 330,000 compounds, 0.16% hits; AID 540336, 2011; purified Rtt109/Vps75, 4 h; inhibition, % at 34.9 µM; Histone acetyltransferase RTT109 (Candida albicans (strain SC5314 / ATCC MYA-2876)), …;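 active means inhibition of at least 50% in every replicate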
# Target sequence (Q5AAJ8 whole entry, looked up): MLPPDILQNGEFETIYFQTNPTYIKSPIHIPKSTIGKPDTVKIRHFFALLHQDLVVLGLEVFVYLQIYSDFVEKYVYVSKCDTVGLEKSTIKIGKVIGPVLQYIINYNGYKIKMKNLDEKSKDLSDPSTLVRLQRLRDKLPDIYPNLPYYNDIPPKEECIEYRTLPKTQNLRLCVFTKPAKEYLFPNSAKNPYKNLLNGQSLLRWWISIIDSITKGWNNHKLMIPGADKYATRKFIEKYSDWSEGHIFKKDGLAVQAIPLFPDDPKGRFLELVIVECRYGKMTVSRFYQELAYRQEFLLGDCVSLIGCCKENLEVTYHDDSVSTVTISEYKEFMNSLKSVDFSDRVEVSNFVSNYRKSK
# CAL PDZ FP-2: CAL PDZ peptide-binding inhibitors, primary screen, biochemical, fluorescence polarization, Cer-tagged CAL PDZ, HTS; inhibition, % at 20 µM; AID 504414, 2011; Golgi-associated PDZ and coiled-coil motif-containing protein (Homo sapiens), Q9HD26; purified CAL PDZ, TMR-peptide fluorescence polarization, 1 h; 330,000 compounds, 0.02% hits;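 active means highest replicate inhibition of at least 40%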;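 further: plate controls were DMSO neutral control wells for no effect and unlabeled competitor peptide control wells for full effect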
#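 Read-out basis: mP drop reported as inhibition | Assay system: Tagged CAL PDZ protein CerCALP, purified | Benchmarks: Unlabelled peptide for full inhibition, DMSO wells as neutral | Schedule: 1 h incubation at room temperature before polarization reading | Buffer or medium: Sodium phosphate/NaCl buffer pH 7.4 with TCEP, IgG, Thesit | Doses: Single point, 20 µM | Measured by: Fluorescence polarization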
# cardiac RTF act: cardiac RTF calcium sensitivity activators, primary screen, biochemical, IANBD-TnC fluorescence, EC20 calcium; Troponin I, cardiac muscle (Homo sapiens) + Troponin T, cardiac muscle (Homo sapiens) + …; activation, % at 7.2 µM; 340,000 compounds, 0.24% hits; IANBD-labeled TnC RTF fluorescence at EC20 calcium; 0% EC20 calcium, 100% full calcium; AID 493008, 2010;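 active means activation above the mean over all tested compounds plus 3 SD, cut at about 30% in these data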;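 further: rise in fluorescence read as greater calcium sensitivity of cardiac thin filaments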
# The depositor's hits bear a star; x = no result given.
SMILES,dFosB act,CDK5 p35 inh,Tat export inh,MITF TRPM1 HTS,CAL PDZ FP-1,Wnt act,V-ATPase pHluor,Rtt109 Vps75,CAL PDZ FP-2,cardiac RTF act
CC12CN3CCN(CC(C3)/C1=N\NC(=O)c1ccccc1N)C2,-1,0.6,-12,-7,-3,3,-3,-2,-0.1,5
COc1ccc(CCN(C)Cc2c(O)ccc3ccccc23)cc1OC,-5,-0.1,10,-15,-3,3,1,3,-1.5,2
COc1ccccc1-c1nc(SCC(=O)O)n[nH]1,-2,-2.5,1,-9,2,x,2,5,x,8
CC(=O)c1nc(N2C(=O)CC(Cc3ccccc3)C2=O)sc1C (stereo unspecified),-5,2.6,-6,-1,11,-2,2,4,-0.5,13
O=C(O)/C=C/c1cn(Cc2ccccc2)nc1-c1ccc(Cl)cc1,-3,-3.9,4,-26,-3,-2,0,4,-0.8,5
Cn1cc(Br)c(C(=O)NNC(=O)c2ccc(Cl)cc2)n1,-3,0.0,-6,19,-2,51*,1,6,-1.4,11
COc1ccc2[nH]c(N=Nc3ccccc3C)c(O)c2c1,-4,-1.5,-2,11,-4,x,1,-7,0.2,4
CC1CCCN(S(=O)(=O)c2ccc(C(=O)Nc3nnc(C4=COCCO4)o3)cc2)C1 (stereo unspecified),-10,-3.4,6,6,-2,-2,-1,3,-2.4,2
CCn1c(COc2cccc3cccnc23)nnc1SCC(=O)O,1,-3.4,0,-4,2,-2,-1,5,0.3,-3
O=C(CCN1C(=O)/C(=C/c2cccs2)SC1=S)NC1=NCCS1,2,0.8,5,-8,-2,x,-2,1,-2.2,1
CCOC(=O)CC1NCCc2c1[nH]c1ccc(OC)cc21 (stereo unspecified),-6,1.8,0,-6,10,-2,-1,6,0.8,2
O=C(C1CC1)N1CCc2cc(S(=O)(=O)NCCCN3CCCCC3)ccc21,-3,-0.5,-1,3,0,-2,0,6,-0.6,0
CCN(C(=O)c1ccc(Br)o1)C1CCS(=O)(=O)C1 (stereo unspecified),6,0.9,-5,19,-1,1,-1,-1,-2.1,2
C[C@H](CO)N1C[C@H](C)[C@@H](CN(C)Cc2ccc(-c3ccccc3)cc2)Oc2c(NS(=O)(=O)c3cccs3)cccc2C1=O,1,-0.7,10,-5,-4,-4,-3,-2,0.4,-7
O=C(Nc1ccc(Cl)cc1)C1CCC(=O)N1Cc1ccccc1Cl (stereo unspecified),-9,-1.4,-1,-8,2,-2,-3,11,-0.2,-8
CCOc1ccccc1CNn1cnnc1,0,1.3,3,13,x,-1,5,6,-0.6,0
CCOC(=O)[C@@H]1[C@H]2COc3cc(OC)ccc3[C@@H]2N2C(=O)N(c3ccc(Br)cc3)C(=O)[C@]12C,-3,1.2,-2,4,0,0,-1,-1,-2.1,3
Cc1ccccc1-n1c(SC2CCOC2=O)nnc1-c1ccncc1 (stereo unspecified),-8,1.1,0,1,-1,-1,0,-5,-9.4,2
CCC(CC)NC(=O)/C=C/c1ccccc1Cl,4,1.3,-7,13,0,x,1,2,-0.9,5
O=C(NCCCCCCCCNC(=O)c1cccc2ccccc12)c1cccc2ccccc12,-14,-0.6,3,-2,-4,-6,8,2,-2.1,-5
Cc1cc(Br)c(Cl)cc1NC(=O)CN1C(=O)C2C3CC(c4ccccc4)C(C3)C2C1=O (stereo unspecified),-8,-2.8,4,-15,-2,-7,-2,9,-2.1,-4
Cc1ccccc1-n1ccnc1SCC(=O)NCc1ccco1,-8,0.4,5,0,-3,1,3,0,-1.8,-2
CC1(C)CC(NC(=O)COc2ccc3ccc(=O)oc3c2)CC(C)(C)N1,-9,x,15,1,-1,0,4,4,-2.4,-2
COc1ccc([N+](=O)[O-])c2c(=O)ccoc12,-3,x,-11,1,-5,x,-2,5,0.0,-3
O=C(CN1C(=O)NC2NC(=O)NC21)NC1CCCCC1 (stereo unspecified),1,0.1,0,-14,39*,1,3,-7,-5.4,-1
O=[N+]([O-])c1cc(Cl)c(Cl)c(Cl)c1Cl,3,-3.4,1,-3,-3,-1,-2,-5,-0.1,-1
Cc1cccc(NNC(=O)C2CCC2)c1,-1,-0.4,4,x,4,-2,5,6,1.0,-5
Cc1ccc(NC(=O)N2CCCC2)cc1Cl,-6,0.5,-4,52,-2,24,3,0,-0.1,-7
O=C1CSC(c2ccccc2[N+](=O)[O-])N1c1ccc(O)cc1 (stereo unspecified),-9,-0.1,-4,6,8,0,-1,3,-1.1,-1
CC1CCN(C(=O)c2cc3c(=O)n4ccccc4nc3s2)CC1,-12,-2.5,-1,27,1,7,0,-165,-0.1,3
C/C(N)=C(/C#N)C(=O)CSc1nc2ccccc2c(=O)n1-c1ccc(C)c(Cl)c1,2,1.7,-11,3,3,-5,0,7,-0.5,3
COc1ccccc1C(=O)Nc1ccccc1N1CCN(C(=O)c2ccc(Cl)cc2)CC1,0,-0.8,-3,-1,0,0,-4,32,-1.4,-2
c1ccc2c3n(nc2c1)CCCCO3,1,2.3,16,6,-4,1,-3,-1,-0.2,-3
CSc1ccc(/C=N/Nc2ccc(Cl)c(C(=O)O)c2)cc1,-7,-1.9,-6,-10,3,16,0,-6,0.1,0
COc1ccc(Cn2nnnc2C(c2ccc3ncccc3c2)N2CCN(C3CCCCC3)CC2)cc1 (stereo unspecified),-20,1.4,-1,-2,x,-1,0,0,-0.3,1
Cc1cccc(N2CCN(S(=O)(=O)c3ccc(S(=O)(=O)N4CCCC4)cc3)CC2)c1C,-6,2.1,-4,x,-8,-5,-1,-10,-0.5,1
COC(=O)C(CCSC)NC(=O)c1cc2c(n(-c3ccccc3)c1=O)CCCC2=O (stereo unspecified),0,-0.3,-1,-12,-1,0,-3,-13,17,3
CC(C)Cn1c(-c2ccccc2)nc2ccccc2c1=O,-4,0.7,-3,-12,-1,6,2,-1,-0.1,1
C=CCOC(=O)C1=C[C@@H](c2cn(C(C)=O)c3ccccc23)C[C@@H](OCCCCO)O1,-20,-1.7,4,2,-4,-2,1,-14,-0.4,-3
COc1ccc(CN(C)C(=O)CCC(=O)N2CCN(S(=O)(=O)c3ccc(Cl)cc3)CC2)c(OC)c1,-10,-0.2,9,-10,-18,-6,-4,1,-2.0,7
CCC(NC(=O)c1ccccc1NC(=O)c1ccco1)C(=O)NC1CCCCC1 (stereo unspecified),-12,1.9,-4,-13,0,x,2,5,-0.8,-4
O=Cc1ccc(OCCN2CCCC2=O)cc1,-11,2.5,8,-5,x,-1,6,5,-0.8,12
CCOC(=O)C1=C(C)NC(C)=C(C(=O)OCC)C1C(=O)OCC(=O)N1CC(C)OC(C)C1 (stereo unspecified),-11,-2.5,0,-4,1,-2,-1,-1,-2.8,4
O=C(Nc1cccc(NC(=O)c2cccnc2)c1)c1cccnc1,1,-0.7,18,-12,1,x,4,-2,-0.4,-2
Cc1nc2ccc(Cl)cc2c(-c2ccccc2)c1C(=O)N(C)C,-4,1.2,-3,8,-5,-3,2,3,-0.9,-2
O=[N+]([O-])c1cc(-c2cnc3ccccc3n2)ccc1Oc1ccc(Br)cc1,0,0.9,-3,x,-5,x,2,7,-0.2,1
Cc1nc2ccccc2c(=O)n1/N=C/c1ccc(N(C)C)cc1,-1,-0.8,-3,19,x,0,-2,-21,-2.9,6
Cc1nc2nc(SCc3ccccc3)[nH]n2c(=O)c1C,-2,0.4,2,-6,-6,0,-2,-4,-0.6,0

# For convenience, part of the list above.
SMILES,dFosB act,CDK5 p35 inh,Tat export inh,MITF TRPM1 HTS,CAL PDZ FP-1,Wnt act,V-ATPase pHluor,Rtt109 Vps75,CAL PDZ FP-2,cardiac RTF act
C=CCOC(=O)C1=C[C@@H](c2cn(C(C)=O)c3ccccc23)C[C@@H](OCCCCO)O1,-20,-1.7,4,2,-4,-2,1,-14,-0.4,-3
COc1ccc(CN(C)C(=O)CCC(=O)N2CCN(S(=O)(=O)c3ccc(Cl)cc3)CC2)c(OC)c1,-10,-0.2,9,-10,-18,-6,-4,1,-2.0,7
CCC(NC(=O)c1ccccc1NC(=O)c1ccco1)C(=O)NC1CCCCC1 (stereo unspecified),-12,1.9,-4,-13,0,x,2,5,-0.8,-4
O=Cc1ccc(OCCN2CCCC2=O)cc1,-11,2.5,8,-5,x,-1,6,5,-0.8,12
CCOC(=O)C1=C(C)NC(C)=C(C(=O)OCC)C1C(=O)OCC(=O)N1CC(C)OC(C)C1 (stereo unspecified),-11,-2.5,0,-4,1,-2,-1,-1,-2.8,4
O=C(Nc1cccc(NC(=O)c2cccnc2)c1)c1cccnc1,1,-0.7,18,-12,1,x,4,-2,-0.4,-2
Cc1nc2ccc(Cl)cc2c(-c2ccccc2)c1C(=O)N(C)C,-4,1.2,-3,8,-5,-3,2,3,-0.9,-2
O=[N+]([O-])c1cc(-c2cnc3ccccc3n2)ccc1Oc1ccc(Br)cc1,0,0.9,-3,x,-5,x,2,7,-0.2,1
Cc1nc2ccccc2c(=O)n1/N=C/c1ccc(N(C)C)cc1,-1,-0.8,-3,19,x,0,-2,-21,-2.9,6
Cc1nc2nc(SCc3ccccc3)[nH]n2c(=O)c1C,-2,0.4,2,-6,-6,0,-2,-4,-0.6,0

# Continuation.
SMILES,dFosB act,CDK5 p35 inh,Tat export inh,MITF TRPM1 HTS,CAL PDZ FP-1,Wnt act,V-ATPase pHluor,Rtt109 Vps75,CAL PDZ FP-2,cardiac RTF act
COc1ccccc1C(=O)NC(=O)COC(=O)CN1C(=O)NC(C)(C)C1=O,-7,-2.7,12,4,-3,0,8,-2,-2.4,3
O=C(CN1C(=O)c2ccccc2C1=O)NC1(C(=O)O)CCCC1,-6,-6.5,3,-9,0,-1,5,2,-1.1,7
CC(=O)c1ccc(C(=O)N2CCCC(Nc3ccc(C(C)C)cc3)C2)s1 (stereo unspecified),-5,x,10,-3,0,-2,-2,6,-2.2,-3
CC1=C(C)CC(C(=O)Nc2ccc(C(N)=O)cc2)C(C(=O)O)C1 (stereo unspecified),-2,0.1,0,9,-3,-1,2,9,-0.7,10
Cc1cc(OC(=O)c2ccccc2C)c([N+](=O)[O-])c(=O)[nH]1,-1,0.2,-8,-4,-9,0,-1,-7,0.2,-4
COc1cccc(C2=NOC(C(=O)N3CCN(C(=O)c4ccco4)CC3)C2)c1 (stereo unspecified),-7,1.0,0,0,x,0,-5,2,-1.8,3
Cc1cccnc1NC(=O)c1ccc(S(=O)(=O)N2CCCCC2)cc1,7,0.1,4,-2,-2,-1,2,x,-1.2,-3

# Source: PubChem BioAssay
